AI-2 QS modul = Vibrio harveyi AI-2 quorum sensing modulation. Vibrio harveyi JMH597 AI-2 luminescence/OD600 ratio, 9 h; hits give low values; strain lacks LuxN and CqsS sensors; 0 = neutral-control median. activity change, % at 7.5 µM. 300,000 compounds, 0.4% hits. AID 2094; in the data active means activity change below about -75%, passing the limit was not always enough; inconclusive means no clear call, values can overlap the other calls;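 further: luminescence divided by OD600 gain over 9 h not by final OD600 alone; inactives centre near 13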
MrgX1 agonist = human MrgX1 receptor agonism, primary screen | 310,000 compounds, 0.44% hits | MrgX1-HEK293 cells, Fluo-4 calcium fluorescence, agonist mode; hits give high values | B-score at 10 µM;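 active means calcium response B-score plate-corrected fluorescence ratio at least 3 library SD, with starting fluorescence B-score inside 5 SD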
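Material – MrgX1-expressing HEK293 cells · Input – 15,000 cells seeded per well · Dosing – compound as first of three additions · Times – overnight seeding, then 1 h dark dye loading · Measured by – kinetic Fluo-4 NW fluorescence of intracellular calcium · Read-out – B-scored fluorescence response ratio · Benchmarks – positive and negative control wells on each plate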
PolyA inhibitor = yeast polyadenylation inhibition. S. cerevisiae SKY197-pL101 polyadenylation reporter, beta-gal luminescence; efflux-impaired pdr1/pdr3 knockout yeast; score 100 = 6 SD above DMSO. calls only at 12 µM. 300,000 compounds, 0.02% hits;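 active means lowest replicate activity score at least 50, where 100 means six control SD above control mean; inconclusive means lowest score under 50 but half or more replicates reach 50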;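 further: yeast exposed to compound for 9 h at 30 °C; higher score means more reporter readthrough which indicates perturbed polyadenylation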
MrgX1 antag = antagonists of human MrgX1 receptor. Q96LB2. MRGX1-HEK293 calcium flux, Fluo-4, BAM8-22 antagonism; hits give low values. B-score at 10 µM. 310,000 compounds, 1.3% hits. AID 588676;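 active means calcium-response B-score plate-corrected more than 3 library SD below zero, starting fluorescence within 5 deviations, no agonist response on first addition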;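 further: peak minus trough fluorescence over baseline after final BAM8-22 challenge near maximal dose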
TRPC4 act = opens the mouse TRPC4 cation channel | AID 2237 | Q9QUQ5 | HEK293 TRPC4beta/mu-opioid, Fluo4 calcium fluorescence; hits give high values | B-score at 10 µM | 310,000 compounds, 0.49% hits;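 active means B-score above 5 SD of library B-scores, and initial fluorescence ratio not above library mean plus 5 SD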;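 further: positive B-score marks a calcium rise read as TRPC4 activation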
Target sequence (Q9QUQ5 whole entry, looked up): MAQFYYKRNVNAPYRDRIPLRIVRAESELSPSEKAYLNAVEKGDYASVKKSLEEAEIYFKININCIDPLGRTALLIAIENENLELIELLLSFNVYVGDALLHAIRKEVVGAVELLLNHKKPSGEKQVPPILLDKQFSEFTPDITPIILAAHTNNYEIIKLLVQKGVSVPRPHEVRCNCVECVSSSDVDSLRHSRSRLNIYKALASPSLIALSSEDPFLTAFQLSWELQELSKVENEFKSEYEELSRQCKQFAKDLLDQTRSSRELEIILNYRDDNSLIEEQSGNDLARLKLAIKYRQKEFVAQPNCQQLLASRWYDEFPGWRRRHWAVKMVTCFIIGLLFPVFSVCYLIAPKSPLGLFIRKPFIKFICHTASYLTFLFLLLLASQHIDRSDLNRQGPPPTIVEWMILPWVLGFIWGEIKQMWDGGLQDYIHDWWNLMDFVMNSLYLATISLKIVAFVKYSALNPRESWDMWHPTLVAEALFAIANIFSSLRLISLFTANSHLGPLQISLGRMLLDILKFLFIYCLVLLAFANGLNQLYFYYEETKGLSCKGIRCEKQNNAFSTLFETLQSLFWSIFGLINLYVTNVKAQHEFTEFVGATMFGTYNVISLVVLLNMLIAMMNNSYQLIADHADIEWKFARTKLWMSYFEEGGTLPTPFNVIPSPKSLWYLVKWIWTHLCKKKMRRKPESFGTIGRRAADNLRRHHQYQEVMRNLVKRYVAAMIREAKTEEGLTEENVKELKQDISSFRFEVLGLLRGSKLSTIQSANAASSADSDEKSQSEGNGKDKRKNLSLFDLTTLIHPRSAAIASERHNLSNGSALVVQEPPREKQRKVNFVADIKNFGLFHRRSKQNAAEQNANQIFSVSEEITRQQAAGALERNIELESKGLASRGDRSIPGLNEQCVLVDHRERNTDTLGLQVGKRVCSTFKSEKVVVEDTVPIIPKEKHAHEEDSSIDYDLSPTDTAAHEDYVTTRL
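Material: TRPC4beta and mu-opioid receptor HEK293 stable cells | Incubation: 45 min room-temperature Fluo4 loading, 110 s read | Detection: Kinetic Fluo4 calcium fluorescence | Measure: Integrated baseline-normalised fluorescence ratio, converted to per-well B score | Benchmarks: Low control buffer alone, high control maximal DAMGO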
HIF activator = HIF pathway transcriptional activation; 300,000 compounds, 0.32% hits; activation, % at 7.5 µM (by protocol); U2OS HRE-luciferase reporter, luminescence; normalized: DMSO 0%, desferrioxamine 100%;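 active means mean activation of at least 10% of the iron chelator positive control signal, with at least half of replicates also reaching 10%; inconclusive means mean and replicate majority disagree about reaching 10%; inactive means mean and most replicates under 10%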
TRPC4 inh = inhibitors of mouse TRPC4 channel; Q9QUQ5; HEK293 TRPC4beta/mu-opioid, DAMGO-evoked Fluo4 calcium flux; hits give low values; B-score at 10 µM; 300,000 compounds, 0.39% hits; AID 2247;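 active means B-score over 3 SD under the library average, no early fluorescence shift, positive overall ratio signal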
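Signal: kinetic Fluo4 fluorescence imaging of calcium influx. Material: stable TRPC4beta/mu-opioid receptor HEK293 cells. Probe or stimulus: DAMGO in two steps, submaximal then maximal.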
MrgX1 allo act = allosterically activates human MrgX1 receptor signaling; 310,000 compounds, 0.63% hits; MrgX1-HEK293, Fluo-4 calcium flux, FDSS; hits give high values; B-score at 10 µM; AID 588675;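 active means plate-corrected calcium response at least 3 library SD above typical, normal starting fluorescence, not activating the receptor alone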;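 further: compound read alongside a low EC10 to EC30 dose of BAM8-22 agonist; peak minus trough fluorescence over baseline measured at the second addition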
TRPC6 inh = mouse TRPC6 channel inhibition; 310,000 compounds, 1.1% hits; HEK293-TRPC6, membrane potential dye, ACh-evoked depolarization; hits give low values; B-score at 10 µM; AID 2553; Q61143;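 active means B-score under library mean minus 3 SD, initial fluorescence not abnormally high, positive integrated signal ratio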;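 further: B-score derived from integrated fluorescence ratio over the kinetic read; more negative B-score means stronger inhibition of depolarization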
TRPC4 potent = TRPC4 (mouse) allosteric potentiation; Q9QUQ5; B-score at 10 µM; 310,000 compounds, 0.42% hits; HEK293 TRPC4beta/mu-opioid, DAMGO EC20, Fluo-4 Ca2+ flux; hits give high values;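 active means B-score of calcium response area above 5 SD of library B-scores, with initial fluorescence ratio within 5 SD of library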;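 further: B-score of integrated fluorescence ratio over time as area under calcium response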
TRPC6 act = activates the mouse TRPC6 cation channel; Q61143; HEK293-TRPC6 membrane potential dye fluorescence; hits give high values; B-score at 10 µM; 310,000 compounds, 0.13% hits; AID 2550;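 active means B-score of the integrated fluorescence ratio above library mean plus 3 SD, and starting fluorescence ratio within library mean plus 5 SD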;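 further: higher score means more depolarization so channel activation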
* hit, by the source's call; i = inactive; ? = inconclusive; nt = not tested or not shown.

SMILES | AI-2 QS modul | MrgX1 agonist | PolyA inhibitor | MrgX1 antag | TRPC4 act | HIF activator | TRPC4 inh | MrgX1 allo act | TRPC6 inh | TRPC4 potent | TRPC6 act
COc1cc(C2C(C#N)=C(N)Oc3c2oc(CO)cc3=O)ccc1OC(C)C (configuration not stated) | 29 | i | i | i | i | -0.1 | i | i | i | i | i
CCOc1cc(C(=O)Nc2ccc(S(=O)(=O)NC3=NCCCCC3)cc2)cc(Br)c1OC | 13 | i | i | i | i | 0.3 | i | i | i | i | i
CNC(=S)N/N=C/c1ccc(OCc2ccccc2)c(Br)c1 | 28 | i | i | i | i | -1.6 | i | i | i | i | i
CC(C)NS(=O)(=O)c1ccc(CCC(=O)N2CCCC2)cc1 | 21 | i | i | i | i | -0.1 | i | i | i | i | i
CC(=O)Nc1ccc(NC(=O)Nc2ccccc2)cc1 | 6 | i | i | i | i | 2.8 | i | i | i | i | i
CN(C)S(=O)(=O)c1cc(C(=O)O)c(NC2CCCCC2)cc1Cl | -4 | i | i | i | i | -0.3 | i | i | i | i | i
Cc1cc(C)n(-c2nc3ccccc3nc2N2CCC(C)CC2)n1 | nt | i | i | i | i | 0.1 | i | i | i | i | i
Cn1ccnc1C1CCCCN1Cc1nc(Cc2cccc(C(F)(F)F)c2)no1 (configuration not stated) | 7 | i | i | i | i | -0.2 | i | i | -5.3* | i | i
COc1ccc(CN2CCN(C(=O)c3cccs3)CC2)cc1Br | 31 | i | i | i | i | 0.0 | i | i | i | i | i
COc1ccc(NC(=O)CN2CC(C)OC(C)C2)cc1Cl (configuration not stated) | 8 | i | i | i | i | -0.2 | i | i | i | i | i
O=C(NC1CC1)C1=C[C@H](C2CCCCC2)C[C@H](OCCCCO)O1 | 2 | i | i | i | i | -1.0 | i | i | i | i | i
Cc1ccc(-c2nnc(N)o2)cc1 | 19 | i | i | i | i | -0.2 | i | i | i | i | i
Cc1ccc(N(CC(O)CN2CCOCC2)S(=O)(=O)c2ccc([N+](=O)[O-])cc2)cc1 (configuration not stated) | nt | i | i | i | i | -17 | i | i | i | i | i
CN1CCN(/N=C/c2ccc(Br)cc2)CC1 | 4 | i | i | i | i | 4.0 | i | i | i | i | i
CCn1c(O)c(C=Nc2ccccc2)sc1=O | 6 | i | i | i | i | 1.9 | i | i | i | i | i
Cc1cc(C)cc(OCC(=O)Nc2ccc(N3CCCC3)cc2)c1 | 77 | i | i | i | i | -0.4 | i | i | i | i | i
CCNC1=C(Cl)C(=O)c2ccccc2C1=O | -10 | i | i | i | i | -0.2 | i | i | i | i | i
CC1(C)CC(=O)C2=C(C1)N(Cc1ccco1)C(=O)C2(NC(=O)c1ccc(Cl)cc1Cl)C(F)(F)F (configuration not stated) | 4 | i | i | i | i | -0.4 | i | i | i | i | i
O=C(NC1CC1)C1CCN(C2CCN(C(=O)c3ccc(C(F)(F)F)cc3)CC2)CC1 | -5 | i | i | i | i | -0.3 | i | i | i | i | i
O=C(Nc1cc(C(F)(F)F)ccc1-n1cnc2ccccc21)c1ccccc1 | -22 | i | i | i | i | -0.2 | i | i | -5.3* | i | i
CCc1nnc(NC(=O)CN2CCN(Cc3cccc(Cl)c3)CC2)s1 | -1 | i | i | i | i | 0.2 | i | i | i | i | i
COc1cc2nc(Nc3ccc(C)c(Cl)c3)nc(N)c2cc1OC | 44 | i | i | i | i | -2.2 | i | i | i | i | i
Cc1ccc(CNC(=O)CCS(=O)(=O)c2ccc3c(c2)oc(=O)n3C)cc1 | -3 | i | i | i | i | -0.5 | i | i | i | i | i
C=CCN1C(=O)CSc2ccc(C(=O)NCCC3=CCCCC3)cc21 | 18 | i | i | i | i | -0.2 | i | i | i | i | i
COC(=O)CSC1=C(C#N)C(c2ccc(C(C)C)cc2)CC(=O)N1 (configuration not stated) | 17 | i | i | i | i | -0.2 | i | i | i | i | i

Next section:
SMILES | AI-2 QS modul | MrgX1 agonist | PolyA inhibitor | MrgX1 antag | TRPC4 act | HIF activator | TRPC4 inh | MrgX1 allo act | TRPC6 inh | TRPC4 potent | TRPC6 act
CC(=O)Nc1ccc(N2C(=O)c3ccc(S(=O)(=O)c4ccc(C(=O)O)cc4)cc3C2=O)cc1 | 11 | i | i | i | i | -0.1 | i | i | i | i | i
COc1cccc(C(=O)c2c[nH]c(C(=O)NCc3ccco3)c2)c1 | 3 | i | i | i | i | 1.3 | i | i | i | i | i
Cc1c(NC(=O)C2(c3ccccc3)CCCC2)c(=O)n(-c2ccccc2)n1C | 1 | i | i | i | i | 0.4 | i | i | i | i | i
COc1ccc(C(c2nnnn2C2CCCC2)N2CCC(C)CC2)cc1 (configuration not stated) | 5 | i | i | i | i | 0.7 | i | i | i | i | i
CCc1cc(=O)[nH]c(SCC(=O)NCC2CCCO2)n1 (configuration not stated) | 40 | i | i | i | i | 0.4 | i | i | i | i | i
Cc1ccc(N2C(=O)C(CN3CCCC3)C2c2ccccc2)cc1 (configuration not stated) | 11 | i | i | i | i | -0.3 | i | i | i | i | i
COc1ccc(-n2c(COc3cccc4ccccc34)nnc2SC(C)C(=O)O)cc1 (configuration not stated) | 6 | i | i | i | i | -0.1 | i | i | i | i | i
Cn1c(NN)nc2c1c(=O)n(Cc1ccccc1)c(=O)n2C | 9 | i | i | i | i | -0.7 | i | i | i | i | i
Cc1ccc(N=Cc2sccc2C)cc1C | 40 | i | i | i | i | 1.9 | i | i | i | i | i
CCCCn1c(SCC(=O)N2CCOCC2)nc2ccccc2c1=O | -1 | i | i | i | i | -0.1 | i | i | i | i | i
C#CCn1c(=O)cc(C)c2ccccc21 | -26 | i | i | i | i | -0.1 | i | i | i | i | i
CCc1ccc(NC2=NCC(c3ccccc3)S2)cc1 (configuration not stated) | -95* | i | i | i | i | 5.3 | i | i | i | 12* | i
S=C(Nc1ccc(Oc2ccccc2)cc1)N(CCCN1CCOCC1)Cc1ccccn1 | 4 | i | i | i | i | 0.7 | i | i | i | i | i
Cc1ccc(Oc2ncccc2COC(=O)Nc2ccccc2C)cc1 | 10 | i | i | i | i | -1.4 | i | i | i | i | i
Cc1ccc2nc(N3CCN(C=O)CC3)nc(-c3ccccc3)c2c1 | 20 | i | i | i | i | -2.9 | i | i | i | i | i
COc1cccc(SCc2noc(C(=O)NCCC(C)C)c2C(=O)NCCC(C)C)c1 | 17 | i | i | i | i | 0.2 | i | i | i | i | i
CCN(CC(=O)Nc1ccc(OC)c(Cl)c1)CC(=O)NC(C)C | 9 | i | i | i | i | -0.6 | i | i | i | i | i
Cc1ccc(NC2=NCCCCC2)cc1 | 7 | i | i | i | i | -0.3 | i | i | i | i | i
CONc1nc(NC(C)(C)C)nc(OCC#N)n1 | 17 | i | i | i | i | 0.0 | i | i | i | i | i
O=C(O)C1Cc2ccccc2CN1S(=O)(=O)/C=C/c1ccccc1 (configuration not stated) | 65 | i | i | i | i | 0.6 | i | i | i | i | i
COc1ccccc1NC(=O)/C=C\c1ccco1 | 8 | i | i | i | i | -9.8 | i | i | i | i | i
CCOC(=O)c1cnc(SCc2ccc(C)cc2)nc1N | 0 | i | i | i | i | -18 | i | i | i | i | i
CCOc1ccc(Nc2nc(-c3sc(N)nc3C)cs2)cc1 | 13 | i | i | i | i | -1.0 | i | i | i | i | i
Cc1cnc(C(=O)Nc2ccc3c(c2)CCC3)cn1 | 29 | i | i | i | i | -19 | i | i | i | i | i
CN(c1ccc(C(=O)NCc2ccc3c(c2)OCO3)cc1)S(C)(=O)=O | 4 | i | i | i | i | -0.2 | i | i | i | i | i

The last two entries of the section above are carried over, then new ones follow.
SMILES | AI-2 QS modul | MrgX1 agonist | PolyA inhibitor | MrgX1 antag | TRPC4 act | HIF activator | TRPC4 inh | MrgX1 allo act | TRPC6 inh | TRPC4 potent | TRPC6 act
Cc1cnc(C(=O)Nc2ccc3c(c2)CCC3)cn1 | 29 | i | i | i | i | -19 | i | i | i | i | i
CN(c1ccc(C(=O)NCc2ccc3c(c2)OCO3)cc1)S(C)(=O)=O | 4 | i | i | i | i | -0.2 | i | i | i | i | i
O=C(O)C/C=C(\NC(=O)OCc1ccccc1)C(=O)OCc1ccccc1 | 10 | i | i | i | i | -0.3 | i | i | i | i | i
OC(c1ccc(F)cc1)(C1CCCCC1)C(CN1CCOCC1)c1ccccc1 (configuration not stated) | 37 | i | i | i | i | 0.2 | i | i | i | i | i
COC(=O)c1cc(S(=O)(=O)NCc2ccccc2OC)cn1C | -4 | i | i | i | i | 71* | i | i | i | i | i
O=C(COn1nnc2ccccc21)NCC1CCCCC1 | -9 | i | i | i | i | 1.9 | i | i | i | i | i
Nc1ccccc1-c1nc2ccccc2[nH]c1=O | -6 | i | i | i | i | 2.5 | i | i | i | i | i
Cc1ccc(NC(=O)Cn2c(O)c(N=NS(=O)(=O)c3ccc(C)cc3)c3ccccc32)cc1 | 12 | i | i | i | i | -0.5 | i | i | i | i | i
S=c1[nH]nc(CSc2nc3ccccc3s2)o1 | ? | i | i | i | i | 0.1 | i | i | i | i | i
COc1ccc(S(=O)(=O)NCC2CCCO2)cc1NC(=O)c1ccc(Cl)cc1 (configuration not stated) | 14 | i | i | i | i | -5.4 | i | i | i | i | i
CSCCOC(=O)COc1ccc(/C=N/NC(=O)c2c(Cl)cnn2C)cc1 | 35 | i | i | i | i | -0.6 | i | i | i | i | i
C=CCOc1ccccc1C1NC(=O)NC(C)=C1C(=O)NCc1ccccc1 (configuration not stated) | 6 | i | i | i | i | 0.3 | i | i | i | i | i
COc1ccc(CC(=O)Nc2cccc(-c3cn4ccccc4n3)c2)cc1 | 20 | i | i | i | i | 1.1 | i | i | i | i | i
COc1ccc(C2c3c(n[nH]c3C)CC(C)(O)C2C(C)=O)cc1OC (configuration not stated) | 7 | i | i | i | i | -0.3 | i | i | i | i | i

Entries listed so far marked active in TRPC4 potent:
compound | AI-2 QS modul | PolyA inhibitor | MrgX1 antag | TRPC4 inh | TRPC4 potent | TRPC6 act
CCc1ccc(NC2=NCC(c3ccccc3)S2)cc1 (configuration not stated) | -95* | i | i | i | 12* | i

The list is partial; count on the stated rates, not on these rows.
